Screening results (PubChem)
Insulin prom inh = TRM-6 insulin promoter activity inhibition; AID 1273; inhibition, % at 2 µM; 130,000 compounds, 0.9% hits; TRM-6 cells (human fetal islet line), insulin promoter-eGFP reporter, imaging; reporter expression induced with tamoxifen;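 active = inhibition above the mean plus 3 SD, with well images judged a real hit on visual review, cut at about 60% in these data, passing the limit was not always enough; inconclusive = inhibition over the cutoff but images rejected on review; inactive = inhibition not above the cutoff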
SDO1 yeast rescue = compounds rescuing growth of sdo1-depleted yeast, bone marrow failure model; S. cerevisiae sdo1-depleted JHY4D growth rescue, OD600 30 h; active compounds read high; pdr5 snq2 efflux-pump mutant strain; AID 817; z-score at 10 µM; 140,000 compounds, 0.21% hits;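 active = z-score above 3 at both the 24 hr and the 30 hr optical density reads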;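 also: z-score against mean and SD of all compound wells on the same plate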
SDO1 yeast rescue Rescue 24 h = further read-out of SDO1 yeast rescue, marked with its call; z-score; S. cerevisiae sdo1-depleted JHY4D growth rescue, OD600; measured here: growth rescue at 24 h;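 0 is the plate mean of compound wells and units are plate SD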
* hit, by the source's call; ? = inconclusive; · = not tested or not shown; [ ] = another dose, or the depositor's remark.

Each structure is followed by: Insulin prom inh	SDO1 yeast rescue	SDO1 yeast rescue Rescue 24 h
- CC(C)N1CC2(c3ccccc3)CN(C(C)C)CC(c3ccccc3)(C1)C2=O
  -54.3	0.04	-0.38
- COc1ccc(SCc2noc(C(=O)NCC3CCCO3)c2C(=O)O)cc1 (configuration not stated)
  -37.8	0	-0.02
- O=S(=O)(Cc1ccccc1)N1CCN(c2ccccc2)CC1
  -78.4	-0.49	-0.62
- CCn1cc(SCC(=O)N2CCc3ccccc32)c2ccccc21
  ·	-2.07	-1.41
- N#Cc1cc(C(=O)c2cc(Br)ccc2O)cn(C2CCCCC2)c1=O
  -25.7	-0.93	-0.87
- CCOC(=O)CSc1ccc(S(=O)(=O)N(C)C2CCCCC2)cc1[N+](=O)[O-]
  3.2	-0.69	-0.73
- CCOC(=O)c1c(C)[nH]c(C(=O)CSc2nc(C)cc(C)n2)c1C
  -20.0	-0.54	-0.6
- CCOc1ccc(-c2cc(CCCC(=O)Nc3cc(OC)ccc3OC)no2)cc1
  -21.4	0.03	2.38
- COc1cccc(NC(=O)CN(C)C(=O)/C=C/c2cc(OC)ccc2OC)c1
  -12.9	0.4	0.2
- Cc1cc(NC(=O)COC(=O)C2COc3ccccc3O2)no1 (configuration not stated)
  54.7	-0.68	-0.89
- COc1ccc(Cc2nnc(NC(=O)c3cccs3)s2)cc1
  ·	0.76	2.11
- CCN1CCCC1CNC(=O)C1CCCN(S(=O)(=O)c2cccc3nsnc23)C1 (configuration not stated)
  ·	0.89	-0.01
- Cc1ccc(-c2nn(-c3ccccc3)cc2/C=N/NC(=O)c2ccncc2)o1
  -45.0	·	·
- CCOCCCNC(=O)CN1C(=O)CSc2cc(S(=O)(=O)N3CCCCCC3)ccc21
  ·	-0.7	0.02
- O=C(CN1CCc2ccccc21)NC(c1ccccc1)c1ccccc1
  26.5	-0.33	0.46

Each structure is followed by: Insulin prom inh	SDO1 yeast rescue	SDO1 yeast rescue Rescue 24 h
- Cc1ccc(NC(=O)c2ccccc2)s1
  35.1	0.74	0.48
- Cc1ccc(NC(=S)NCC2CCCO2)cc1C (configuration not stated)
  60.0	1.04	0.62
- CC(=O)c1ccc(NS(=O)(=O)c2ccccc2)cc1
  38.9	-0.74	-1.04
- COc1cc2c(cc1NC(=O)CN1CCN(S(=O)(=O)c3ccc(F)cc3)CC1)oc1ccccc12
  -12.5	0.76	0.66
- O=S(Cc1ccccc1)CC(O)(c1ccc(Cl)cc1)c1ccc(Cl)cc1 (configuration not stated)
  ·	-1.11	-0.39
- Cn1c(=O)c2c(nc(SCC(=O)OCc3ccccc3)n2C)n(C)c1=O
  9.7	1.68	1.13
- COc1ccc(/C=N/NC(=O)CCCOc2ccc(Cl)cc2Cl)cc1[N+](=O)[O-]
  13.5	-1.46	-0.43
- CC(C)C(NC(=O)c1ccccc1)C(=O)NCC(c1ccccc1)N(C)C (configuration not stated)
  -73.3	·	·
- O=C(C1CC2C=CC1C2)N1CCN(c2ccccc2)CC1 (configuration not stated)
  -42.9	·	·
- Cc1ccc(-c2nnc(Nc3ccc(C(=O)N(C)C)cc3)c3ccccc23)cc1S(=O)(=O)NCC1CCCO1 (configuration not stated)
  ·	0.59	0.16
- COc1cc(-c2cccs2)cc(=O)c2c(C)oc(C)c12
  -118.2	-0.47	-0.08
- CCCCCCCCCC(=O)N/N=C(\C)c1cccnc1
  52.4	-1.45	-0.99
- O=C(Cn1cnnn1)Nc1ccccc1Cc1ccccc1
  ·	-0.06[8.5 µM]	-0.71
- CCOC(=O)CC(NC(=O)c1cccs1)c1ccc(OCC)cc1 (configuration not stated)
  34.3	0.77	0.99
- CSc1nc(C)c2cc(C)oc2n1
  11.5	0.33	0.15

Each structure is followed by: Insulin prom inh	SDO1 yeast rescue	SDO1 yeast rescue Rescue 24 h
- O=c1[nH]c(CN2CCN(c3ccccc3)CC2)nc2ccccc12
  35.7	0.06	-0.39
- COC(=O)CSc1nc(-c2ccc(C)cc2)c2c(c1C#N)CCCC2
  ?	-1.28	0.08
- COc1cccc(C(=O)CSc2nnnn2C2CCCCC2)c1
  12.7	-0.37	-0.03
- Cc1cccc(N=C2NN=C(c3c(C)[nH]c4ccccc34)CS2)c1
  0.0	-0.85	-1.43
- CC(NC(=O)Cc1ccc(F)cc1)C(c1cccs1)N1CCN(C)CC1 (configuration not stated)
  -356.2	0.26	0.26
- COC(=O)c1c(NC(=O)CN(c2ccccc2)S(C)(=O)=O)sc2c1CCCC2
  -41.9	-0.2	0.2
- COc1ccc(/C=N/NC(=O)Cn2cnc3ccccc3c2=O)cc1OC
  43.3	0.21	-0.53
- FC(F)(F)c1cc(-c2ccccc2)nc2nc(N3CCOCC3)sc12
  -25.0	·	·
- O=C1CC(C(=O)O)S/C(=N\NC(=O)c2ccccc2)N1 (configuration not stated)
  33.3	0.87	1.25
- O=C(CN1C(=O)COc2ccccc21)N(Cc1ccc2c(c1)OCO2)CC1CCCO1 (configuration not stated)
  -76.9	-0.29	0.08
- Cn1c(=O)c(-c2cc(=O)[nH][nH]2)c(O)c2ccccc21
  63.2	·	·
- CCc1ccc(CNCc2cccs2)cc1
  -46.7	·	·
- Fc1ccc(-c2cnn3c(-c4ccncc4)ccnc23)cc1
  44.4	·	·
- O=C(C1CC=CCC1)N1CCN(C(=O)C2CC=CCC2)CC1 (configuration not stated)
  -381.2	1.23	0.64
- COC(=O)c1ccc2[nH]c(C)c(CN3CCCC3)c(=O)c2c1
  ·	0.42	-0.01

Compound profiles (already shown):
O=c1[nH]c(CN2CCN(c3ccccc3)CC2)nc2ccccc12 in the list: Insulin prom inh: 35.7; SDO1 yeast rescue: 0.06; SDO1 yeast rescue Rescue 24 h: -0.39
CC(NC(=O)Cc1ccc(F)cc1)C(c1cccs1)N1CCN(C)CC1 (configuration not stated) in the list: Insulin prom inh: -356.2; SDO1 yeast rescue: 0.26; SDO1 yeast rescue Rescue 24 h: 0.26
COC(=O)CSc1nc(-c2ccc(C)cc2)c2c(c1C#N)CCCC2 in the list: Insulin prom inh: ?; SDO1 yeast rescue: -1.28; SDO1 yeast rescue Rescue 24 h: 0.08

Next entries follow:
Each structure is followed by: Insulin prom inh	SDO1 yeast rescue	SDO1 yeast rescue Rescue 24 h
- COCCCNCC(=O)Nc1ccc(OC(F)(F)F)cc1
  0.0	-0.33	-1.19
- CCC(=O)Nc1ccc(/C(C)=N\NC(=O)c2ccc(C)s2)cc1
  -36.0	-0.23	-0.1
- O=C(Nc1nc(-c2cccc([N+](=O)[O-])c2)cs1)c1cccc([N+](=O)[O-])c1C(=O)O
  33.3	·	·
- COc1ccc(-c2ncc3ccccn23)cc1OC
  -31.7	1.06	-0.03
- CN(C)CCCNC(=O)c1ccc(-c2ccccc2)cc1
  ·	0.07	-0.63
- O=C(COc1ccc(Cl)cc1)OCc1csc(Nc2ccccc2)n1
  -2.0	0.14	-0.34
- CC(C)c1nnc(NC(=O)CCC(=O)N2CCN(c3ccccn3)CC2)s1
  25.0	-0.14	-1.28
- CC(=O)Nc1ccc(-c2nnc(SCC(=O)n3c4c(c5ccccc53)CCCC4)n2C)cc1
  62.5	-0.83	0.2
- CCc1ccccc1-n1c(SCC(=O)NC)nnc1-c1cccnc1
  16.7	-0.05	0.52
- O=S(=O)(NCc1ccc(Cl)cc1)NCc1ccccc1F
  15.4	·	·
- CC(=O)c1c(C)nn(CCC(=O)O)c1C
  ·	-0.49	-0.76
- Cc1[nH]c2ccccc2c1C(=O)COc1ccccc1
  11.1	·	·
- O=S(=O)(NCCNc1ncc(C(F)(F)F)cc1Cl)C(F)(F)F
  -17.6	·	·
- NC(=O)Nc1ccccc1C(=O)N1CCC(O)(c2ccc(Cl)cc2)CC1
  -31.2	0.65	0.05
- CC1CCCCC12NC(=O)N(CC(=O)NC(=O)NCc1ccco1)C2=O (configuration not stated)
  -5.4	0.3	-0.55

Continued; the last two above are carried over.
Each structure is followed by: Insulin prom inh	SDO1 yeast rescue	SDO1 yeast rescue Rescue 24 h
- NC(=O)Nc1ccccc1C(=O)N1CCC(O)(c2ccc(Cl)cc2)CC1
  -31.2	0.65	0.05
- CC1CCCCC12NC(=O)N(CC(=O)NC(=O)NCc1ccco1)C2=O (configuration not stated)
  -5.4	0.3	-0.55
- COc1ccc(C2CC(c3cccs3)n3nc(N)nc3N2)cc1 (configuration not stated)
  ·	-0.23	-0.18
- O=C(Nc1cc(C(F)(F)F)ccc1N1CCOCC1)c1cn2ccccc2n1
  -35.7	-1.05	-0.69
- Cc1ccc(Cn2c(C(=O)O)cc3sccc32)cc1
  50.0	-0.71	-1.4
- CCN1CCN(C(=O)N[C@@H](C(=O)N[C@@H]2C(=O)N3[C@@H]2SC(C)(C)[C@@H]3C(=O)O)c2ccccc2)C(=O)C1=O
  0.0	0.51	0.27
- CN(C)CCCNC(=O)c1cc2sc3ccccc3c2s1
  -26.1	·	·
- CS(=O)(=O)N(CC(=O)N1CCCCCC1)c1ccccc1
  43.8	0.54	0.27
- COc1cc2c(cc1OC)CN(Cc1nc3ccsc3c(=O)[nH]1)CC2
  58.3	0.27	0.51
- Cc1cccc(NCc2ccccc2O)c1
  -110.0	-0.44	-0.27
- COc1ccc2c(=O)cc(C(F)(F)C(F)(F)F)oc2c1
  ·	-0.34	-1.83
- Cc1cnc(NC(=O)CN(C)S(=O)(=O)c2ccc(Cl)cc2)s1
  -48.5	-0.38	0.41
- CSc1ncccc1C(=O)Nc1nc2ccc(Oc3ccccc3)cc2s1
  ·	-1.18	-1.26
- O=C(COC(=O)c1ccc(S(=O)(=O)N2CCOCC2)cc1)NC1CCCCCC1
  ·	0.31	1.37
- O=C(c1cccs1)N1CCN=C1SCc1cccnc1
  ·	-0.03	-0.4
- Cc1noc(/C=C/NCc2cccnc2)c1S(=O)(=O)N(C)CC(=O)N1CCc2ccccc21
  ·	1.22	1.23
- CN(c1ccccc1C(=O)Nc1ccc(S(=O)(=O)N2CCCC2)cc1)S(C)(=O)=O
  2.9	0.04	-0.32

Each structure is followed by: Insulin prom inh	SDO1 yeast rescue	SDO1 yeast rescue Rescue 24 h
- O=C1CSC(c2ccccc2)N1c1nc(-c2ccc(Cl)cc2Cl)cs1 (configuration not stated)
  -43.3	2.54	3.75
- O=C(O)C1C2C=CC(O2)C1C(=O)Nc1ccccc1C(F)(F)F (configuration not stated)
  -18.9	-0.9	-0.49
- C=CCN=C(NC#N)SCC(=O)c1cccc(OC)c1
  ·	-0.04	-0.53
- CCCn1c(=O)[nH]c(=O)c2c1nc(-c1ccccc1)n2CCN1CCOCC1
  31.2	0.28	0.1
- O=C(NCc1cccs1)c1ccc2ccccc2n1
  -27.3	·	·
- CCN(CC)c1ccc(C2CC(=O)NC3=C2C(=O)CC(C)(C)C3)cc1 (configuration not stated)
  50.0	0.22	-0.05
- CCOC(=O)c1c(-c2ccccc2)csc1NC(=O)C(C)NCCCN1CCOCC1 (configuration not stated)
  -38.1	·	·
- CCOC(=O)CSc1nnc(NC(=O)c2cccc([N+](=O)[O-])c2)s1
  ·	0.3	-0.25
- O=C(CCSc1ccc(Cl)cc1)Nc1cccnc1
  -70.0	·	·
- Cc1c(C(=O)OC(C)C)sc(NC(=O)C2CCCO2)c1C(=O)OC(C)C (configuration not stated)
  -3.3	-0.99	-0.77
- CC(=O)NCC(=O)NC(C(=O)Nc1ccc2c(c1)OCCO2)c1ccccc1 (configuration not stated)
  ·	-0.75	-1.12
- Cc1ccc2nc(-c3ccc(NC(=O)CN4C(=O)NC(C)(c5ccc(OC(F)F)cc5)C4=O)cc3)sc2c1 (configuration not stated)
  ·	0.47	0.86
- Cc1cccc(Nc2cnn(C34CC5CC(CC(CC(=O)O)(C5)C3)C4)c(=O)c2Cl)c1
  -3.9	1.32	0.53
- CCOc1ccccc1-c1nc(-c2ccc(C)nc2OC)no1
  ·	-1.19	-0.57
- CCOC(=O)c1[nH]ncc1CN1CCCC(C(=O)c2ccc(OC)c(OC)c2)C1 (configuration not stated)
  26.1	·	·

Each structure is followed by: Insulin prom inh	SDO1 yeast rescue	SDO1 yeast rescue Rescue 24 h
- CNC(=O)C12N=CNN=C1N(C)C(=O)N2C (configuration not stated)
  40.0	·	·
- CCOC(=O)Cc1cc(=O)[nH]c(=O)[nH]1
  7.7	·	·
- CCOC(=O)C1C(c2cc(OC)c(O)c(OC)c2)NC(=S)NC1(O)C(F)(F)F (configuration not stated)
  55.6	0.97	0.42
- CCOc1ccc(NC(=O)COC(=O)c2cccnc2)cc1
  ·	0.52	-0.23
- Cc1cccc(S(=O)(=O)NCC2CCCO2)c1 (configuration not stated)
  16.2	-0.33	-0.73
- CC(C)OC(=O)C1C(=O)CC(C)(O)C(C(=O)OC(C)C)C1c1cccc([N+](=O)[O-])c1 (configuration not stated)
  -64.3	·	·
- CCCCn1c(CN2CCN(c3ccc(F)cc3)CC2)nc2c1c(=O)n(C)c(=O)n2C
  ·	0.71	0.55
- CCSc1nnc(NC(=O)C2CCCCC2C(=O)O)s1 (configuration not stated)
  3.3	0.69	0.76
- CS(=O)(=O)c1ccc2nc(NC(=O)C3CCCCC3)sc2c1
  -7.4	0.29	0.01
- COc1cc(OC)cc(C(=O)N[C@H](C(=O)Nc2nc(-c3cc(OC)ccc3OC)cs2)C(C)C)c1
  14.3	·	·
- CN(C)S(=O)(=O)c1ccc(N2CCCC2)c(C(=O)Nc2nc(-c3ccc(F)c(F)c3)cs2)c1
  -414.3	0.74	2.67
- CCOC(=O)C1(CCSC)NC(c2ccco2)C2C(=O)N(CC)C(=O)C21 (configuration not stated)
  ·	0.41	-1.18
- O=C1[C@H]2[C@H](ON3CCCC[C@H]23)C(=O)N1c1ccc(Cl)cc1
  38.5	·	·
- COc1ccc(Oc2cnc3ccccc3n2)cc1
  56.1	·	·
- CCC(C)(C)n1nnnc1C(c1cc(OC)c(OC)c(OC)c1)N1CCN(c2ccccc2)CC1 (configuration not stated)
  27.8	-0.64	-0.4
- CCC(CC)C(=O)NCCCN1CCOCC1
  -21.4	1.4	0.86
